# CXXC DNA block – inhibitors of human MLL CXXC domain-DNA interaction | Q03164 | hit rate 0.037% among 290,000 | MLL-CXXC / FITC-HOXA9 DNA fluorescence polarization | Potency, µM (highest dose often 115 µM), inactives show top-dose activity change, negative = inhibition, usual class: inhibitors | AID 2662; active = well fitted inhibition curve with a large enough effect in the polarisation, with a control signal flat, not every such curve was filed as active; inconclusive = small, poorly fitted or top-dose-only effect, or effect the other way, or a change in a side signal; inactive = no such curve, though single readings can be large or run the other way; the % refers to the polarisation; note: potency is the fitted concentration of half-maximal effect
#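 Fluorescence polarization: 7 uM MLL-CXXC (stock) preincubated 5 min with compounds, then 50 nM fluorescein-HOX-A9 DNA (stock) added; 30 min ambient. Buffer 50 mM Tris-HCl pH 7.5, 50 mM NaCl, 1 mM DTT, 0.05% BSA.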
# KCNH2 3.1 block – blocks the human KCNH2 3.1 channel isoform; U2OS KCNH2 3.1, thallium flux FluxOr; stronger effect = lower value; activity change, % (tested at about 1.8 µM); hit rate 0.95% among 340,000; AID 720553;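 active = maximum activity change below -70%; inconclusive = maximum activity change from -70% to -50%; inactive = maximum activity change above -50%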;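 note: thallium influx rate constant from kinetic fluorescence after stimulation buffer; % is set by controls: 0 for no effect and ±100 for the full control effect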
#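 Normalized rate constant (relative to positive and negative DMSO controls) derived from a 2 min kinetic fluorescence read after stimulation; U2OS cells expressing the 3.1 isoform via virus at 1.77 x 10^8 /mL.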
# Coupling enz – coupling enzyme interference in Giardia aldolase counter-screen. coupling enzyme system counterscreen, AmpLite Red fluorescence. activity change, negative = inhibition, % at 58.2 µM, hits read low. hit rate 0.67% among 290,000. AID 2472; in the data active = activity change below about -30%; note: % is set by controls: 0 for no effect and ±100 for the full control effect
#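 Counterscreen lacking aldolase: glyceraldehyde-3-phosphate coupling-enzyme reagent preincubated 10 min at RT with compound (at 57.5 uM final), then substrate/coupling system with AmpLite Red added; fluorescence read at 525/598 nm after 20 min RT.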
# MBNL1 CUG block – blocks human MBNL1 binding to CUG repeat RNA; AID 2675; TR-FRET MBNL1-His/biotin-(CUG)12 binding, 665/545 ratio; Q9NR56; hit rate 0.036% among 280,000; Potency, µM (top dose mostly 57.5 µM), without a hit: at the top dose activity change, negative = inhibition, hits mostly inhibitors; active = well fitted inhibition curve with a large enough effect in the signal ratio, with a control signal flat, not every such curve was filed as active; inconclusive = small, poorly fitted or top-dose-only effect, or effect the other way, or a change in a side signal; inactive = no such curve, though single readings can be large or run the other way; the % refers to the signal ratio; note: potency is the fitted concentration of half-maximal effect; % is set by controls: 0 for no effect and ±100 for the full control effect
#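 His-tagged MBNL1 binding to biotinylated (CUG)12 RNA was measured by TR-FRET using terbium anti-His antibody (0.055 ng/ul final) and streptavidin-XL665 (5 nM final). Compounds were titrated 92 nM to 58 uM; 60 min at room temperature.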
# A-T KAP1 phos – candidate therapy for ataxia-telangiectasia. […] A-T fibroblasts, KAP-1 phosphorylation AlphaLISA; neocarzinostatin DNA damage 30 min before lysis. Potency, µM (highest dose often 57.5 µM), without a hit: at the highest dose activation, hits mostly activators. hit rate 0.19% among 320,000. AID 485349; note: potency is the fitted concentration of half-maximal effect; % of control where 0% means no effect; nearly all actives have a fitted effect of over 45% in size
#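 hTERT-immortalized A-T patient fibroblasts ([…]), 500 cells/well in OPTI-MEM, 1% FBS, got compounds for 60 min, then NCS for 30 min at 37C. Lysates were then assayed for phospho-KAP-1 by AlphaLISA (anti-pKAP1 donor, anti-KAP1 acceptor beads), 6 hr at 25C.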
# TRPV1 ag – activates the human vanilloid receptor TRPV1; Q8NER1; activation, % at 8.33 µM; hit rate 0.19% among 320,000; AID 540275; TRPV1-expressing cells, Fluo-8 calcium influx, agonist mode; in the data active = activation above about 80%; inconclusive = between about 30% and that limit; note: 0% is about no effect
#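 Cells expressing TRPV1 were dye-loaded with Fluo-8 and read kinetically: 10 s baseline, 3 min after compound (agonist portion), then 2 min after EC20 capsaicin (allosteric enhancer portion). Calcium-bound dye fluorescence at 480/520 nm.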
# GALK inh – inhibitors of human galactokinase; P51570; Purified GALK, Kinase-Glo residual ATP luminescence; Potency, µM (highest dose often 57.5 µM), inactives show at the highest dose activity change, negative = inhibition, hits mostly inhibitors; hit rate 0.007% among 270,000; AID 1868; note: potency is the fitted concentration of half-maximal effect; % is set by controls: 0 for no effect and ±100 for the full control effect
# Target sequence (P51570 whole entry, looked up): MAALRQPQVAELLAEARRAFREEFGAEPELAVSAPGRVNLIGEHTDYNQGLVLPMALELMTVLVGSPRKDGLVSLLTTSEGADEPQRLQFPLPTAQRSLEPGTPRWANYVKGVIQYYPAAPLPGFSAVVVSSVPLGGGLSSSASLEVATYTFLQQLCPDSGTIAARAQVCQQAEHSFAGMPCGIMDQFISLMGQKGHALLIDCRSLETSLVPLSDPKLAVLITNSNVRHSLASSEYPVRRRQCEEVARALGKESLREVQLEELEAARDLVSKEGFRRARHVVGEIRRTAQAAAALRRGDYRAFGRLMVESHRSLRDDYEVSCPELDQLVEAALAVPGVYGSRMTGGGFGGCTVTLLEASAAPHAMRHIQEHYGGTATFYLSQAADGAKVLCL
#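 Galactose (100 uM) and ATP (35 uM) were turned over by 5 nM GALK for 1 h at RT. Kinase-Glo Plus then converted the remaining ATP into a luminescent signal.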
# Integrin act MD – integrin-mediated muscular dystrophy alleviation activation. alpha7betagal myoblasts, beta-gal FDG fluorescence, 48 h. Potency, µM (titrated, usually from 38.3 µM), for inactives: at the top dose activation, most hits filed as activators. hit rate 0.064% among 350,000;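 note: potency is the fitted concentration of half-maximal effect; 100% = response of the positive control SU9516; nearly all actives have a fitted effect of over 60% in size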
#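 alpha7betagal+/- myoblasts (passage 13, 250/well) treated 48 h at 37C with compounds at 1:260 dilution of DMSO stock. Lysed, then beta-galactosidase activity read as FDG fluorescence (ex 480/em 540) after 30 min, with pre-read for autofluorescence.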
# hERG WT inh – inhibitors of human wildtype KCNH2 potassium channel; Q12809; U2OS, BacMam KCNH2, thallium flux FluxOr; stronger effect = lower value; activity change, % at 1.84 µM; hit rate 0.37% among 340,000;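 active = maximum activity change below -70%; inconclusive = maximum activity change between -70% and -50%; inactive = maximum activity change above -50%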; note: % is set by controls: 0 for no effect and ±100 for the full control effect
#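 U2OS cells transduced with wild-type KCNH2 virus are loaded with FluxOr dye for 45 min, and thallium flux is measured in kinetic reads before and after stimulation buffer. Rate constants are normalized to DMSO controls.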
# S-ASM inh – human S-ASM enzyme inhibition | P17405 | placental ASM, HMU-PC fluorogenic substrate, 60 min | Potency, µM (doses to about 57.5 µM), for the others: at the top dose activity change, negative = inhibition, actives largely listed as inhibitors | hit rate 0.006% among 340,000 | AID 504937; note: potency is the fitted concentration of half-maximal effect
# Target sequence (P17405 47-631 limits assumed): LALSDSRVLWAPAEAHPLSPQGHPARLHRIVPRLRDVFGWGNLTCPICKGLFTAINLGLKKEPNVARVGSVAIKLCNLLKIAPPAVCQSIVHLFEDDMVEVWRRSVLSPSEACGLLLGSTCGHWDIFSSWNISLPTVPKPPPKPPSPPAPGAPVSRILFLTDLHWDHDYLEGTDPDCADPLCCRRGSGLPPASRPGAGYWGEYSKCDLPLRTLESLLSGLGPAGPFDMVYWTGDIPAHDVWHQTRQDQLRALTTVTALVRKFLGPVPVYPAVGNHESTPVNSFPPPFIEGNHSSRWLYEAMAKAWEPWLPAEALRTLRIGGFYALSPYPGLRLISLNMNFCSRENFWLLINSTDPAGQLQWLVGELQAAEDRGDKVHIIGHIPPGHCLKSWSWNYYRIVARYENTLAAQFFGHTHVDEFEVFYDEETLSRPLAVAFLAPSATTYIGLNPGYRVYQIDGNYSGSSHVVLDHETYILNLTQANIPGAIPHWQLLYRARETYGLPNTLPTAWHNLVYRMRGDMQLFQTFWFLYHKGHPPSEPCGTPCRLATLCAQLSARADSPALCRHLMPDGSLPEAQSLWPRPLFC
#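 Fluorogenic HMU-PC substrate (9 uM final) is turned over by placental ASM in 60 min at 37 C after a 10 min compound preincubation. Reaction ended by alkaline stop (pH 10), with fluorescence read at 386/447 nm.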
# An asterisk follows results filed as active; i = inactive; ? = inconclusive; nt = not tested or not shown; [ ] = remark or other dose. Unless noted, calls come from the whole dose curve; as a rule, active = well fitted curve in the direction sought with a large enough effect; inconclusive = small, poorly fitted or top-dose-only effect, or another doubt; inactive = no such curve, though single readings can be large; an effect the other way counts as inactive or inconclusive.
entry	SMILES	CXXC DNA block	KCNH2 3.1 block	Coupling enz	MBNL1 CUG block	A-T KAP1 phos	TRPV1 ag	GALK inh	Integrin act MD	hERG WT inh	S-ASM inh
1	O=C(Nc1ccccc1)c1cccc(C(=O)Nc2ccccc2)n1	-12%	-19	nt	0%	3%	2	7%	13%	-5	-1%
2	O=C(NNC(=O)[C@H]1CC=CC[C@H]1C(=O)O)c1ccc(Cl)cc1Cl	7%	-22	2	-4%	3%	1	-2%	-21%	2	1%
3	CCC1CCc2c(sc(NC(=O)c3cccnc3)c2C(N)=O)C1 (stereo not drawn)	8%	14	0	-3%	1%	15	4%	24%	i	7%
4	CSc1nnc(CCCCCNC(=O)OC(C)(C)C)o1	3%	2	3	7%	46%	5	-2%	-1%	-5	-2%
5	O=C(O)/C=C/c1ccc(OCCCF)cc1	8%	7	-2	2%	2%	1	1%	-22%	-5	2%
6	COc1ccc(C(=O)Nc2ccc(S(=O)(=O)N3CCCC3)cc2)cc1	?	14	-3	2%	-2%	?	-1%	?	-1	2%
7	COc1ccc(OC)c(NC(=S)Nc2ccccc2)c1	-4%	-17	0	7%	9%	-4	-3%	-27%	-8	2%
8	COc1ccc(S(=O)(=O)N(CCCN2CCOCC2)Cc2cccc(OC)c2OC)cc1	-7%	1	1	-4%	0%	0	2%	-19%	-5	1%
9	Cc1cc2c(ncn2C)c(NS(=O)(=O)c2ccc(F)cc2)c1C	6%	nt	1	nt	0%	0	0%	-21%	-19	1%
10	COc1cc(-c2nc(C(=O)NCC3CCCO3)cc3c2[nH]c2ccccc23)cc(OC)c1OC (stereo not drawn)	18%	-9	-1	-6%	14%	6	nt	-20%	-7	63%
11	COc1ccc(/C=C/C2=CCN(Cc3ccc(OC)cc3)CC2)cc1	5%	-79*	5	13%	-1%	2	-1%	0%	-33	-2%
12	Cc1ccc(S(=O)(=O)N2CC(C)C(=O)CC2C)cc1 (stereo not drawn)	-5%	-8	0	6%	1%	-1	-7%	10%	3	-3%
13	COc1ccccc1NC(=O)Nc1nc(CC(=O)Nc2cccc(F)c2)cs1	nt	-35	nt	nt	-2%	-6	nt	5%	-9	-29%
14	COCn1c(C(O)c2ccccc2)cc2ccccc21 (stereo not drawn)	-8%	1	-2	0%	-8%	4	0%	15%	-8	4%
15	CCC1(C)CC(CCNS(=O)(=O)c2ccc(C)cc2)(c2ccc(C)cc2)CCO1 (stereo not drawn)	-2%	-9	-2	-8%	8%	18	-4%	29%	-3	-7%
16	CCOC(=O)N1CCN(S(=O)(=O)c2ccc(OC)c(OC)c2)CC1	2%	5	1	7%	-3%	0	0%	0%	-7	-1%
17	Cc1nc(SCC(=O)NC(=O)NC2CCCCC2)nc(C)c1C	-2%	1	2	0%	1%	1	-2%	-76%[inhibitor]	4	-1%
18	O=C(/C=C/c1cn(-c2ccccc2)nc1-c1cccc(Cl)c1)N1CCN(c2ccccn2)CC1	2%	-22	-3	2%	-4%	?	-3%	-42%	21	-17%
19	Cc1cc(CN2CCCC(CO)(Cc3cccc(Cl)c3)C2)n[nH]1 (stereo not drawn)	-7%	-14	1	-6%	2%	-2	1%	33%	27	6%
20	CSc1ccccc1C(=O)NC1CCCC1	13%	20	2	-21%	6%	3	0%	11%	18	1%
21	CCOC(=O)C1(Cc2ccccc2)CCN(Cc2cccn2-c2nccs2)CC1	0%	-3	3	-9%	6%	25	1%	-16%	-1	7%
22	Cc1ccccc1NS(=O)(=O)c1ccc2c(c1)oc(=O)n2C	0%	-8	0	-3%	-3%	-4	0%	-6%	-10	-4%
23	CCCC[C@@H]1CNC(=O)C(=O)N1CCc1cc(C(F)(F)F)cc(C(F)(F)F)c1	-16%	-5	6	-6%	6%	4	-2%	10%	-6	-1%
24	O=C(c1ccccc1)N(C1=NCCCCS1)c1ccccc1	0%	-3	6	nt	nt	21	0%	28%	-3	nt
25	COc1cc2c3nc4n(c(=O)c3n(CC(=O)N3CCCC3)c2cc1OC)CCS4	nt	2	nt	nt	nt	nt	nt	-5%	0	-19%
26	COc1ccccc1N=c1oc2cc(O)ccc2cc1C(N)=O	?	1	4	?	3%	-2	1%	-8%	21	i
27	O=C1CCCc2cc3c(ccc4ccccc43)cc21	nt	-17	nt	nt	nt	nt	nt	-2%	3	13%
28	CCC(CC)NC(=O)c1cc(OC)c(OC)c(OC)c1	10%	-9	0	-5%	-4%	2	0%	26%	2	-2%
29	CC(=NNC(=O)c1ccncc1)c1cccc(Br)c1	nt	12	nt	nt	nt	nt	nt	0%	3	0%
30	O=C(Nc1nonc1-c1ccc(F)cc1)c1ccco1	6%	4	-2	-3%	5%	-1	1%	-29%	-6	-3%
31	CCc1nnc(NCC(=O)N2CCc3ccccc32)s1	13%	1	0	-6%	nt	5	-2%	6%	0	-2%
32	Cc1ccc(OCC(=O)NCc2ccco2)c([N+](=O)[O-])n1	0%	12	2	?	-11%	-1	-2%	-1%	3	0%
33	CC(C)C1C(=O)CC(c2ccccc2)NC1c1ccccc1 (stereo not drawn)	0%	-3	0	-2%	6%	29	7%	-59%[inhibitor]	4	-1%
34	CS(=O)(=O)Nc1ccc(C2=NN(S(C)(=O)=O)C(c3ccc4c(c3)OCO4)C2)cc1 (stereo not drawn)	6%	-34	-2	4%	-1%	-2	0%	6%	25	9%
35	CN(C)c1ccc(C(=O)N=c2sccn2C)cc1[N+](=O)[O-]	0%	6	nt	20%	-1%	4	-2%	-19%	9	-6%
36	O=C(Nc1ccncc1)c1ccc(NS(=O)(=O)c2cccc(F)c2)cc1	-19%	1	1	nt	3%	-5	0%	-2%	-4	-3%
37	CC(Sc1nc2cc(Cl)ccc2s1)C(=O)Nc1ccc2c(c1)OCO2 (stereo not drawn)	3%	-15	-8	-13%	-4%	29	2%	-17%	-3	-3%
38	Nc1cccc([N+](=O)[O-])c1	-1%	-12	2	15%	1%	-2	12%	20%	14	-3%
39	CCOCCCNc1nc2c([nH]1)c(=O)n(C)c(=O)n2C	4%	-16	-1	3%	4%	-6	0%	20%	-6	5%
40	NC(=O)CSc1nnc(-c2ccncc2)o1	-6%	30	0	-2%	-1%	2	5%	3%	2	1%
41	Cc1oc(-c2ccoc2)nc1CN(CC1CCC(=O)N1)C(C)C (stereo not drawn)	-2%	-9	0	2%	-3%[11.5 µM]	-1	0%	-21%	2	5%
42	Cn1c(SCc2n[nH]c(=S)n2-c2ccccc2)nnc1-c1ccccc1	-3%	-6	-3	-5%	-1%	-3	3%	4%	4	3%
43	CCC(=O)N1CCc2cc(Br)cc(S(=O)(=O)CCC(=O)NCCc3ccccc3)c21	28%	-6	0	-4%	nt	-6	5%	-22%	4	-2%

# In the list so far, these contain fluorine.
entry	SMILES	CXXC DNA block	KCNH2 3.1 block	Coupling enz	MBNL1 CUG block	A-T KAP1 phos	TRPV1 ag	GALK inh	Integrin act MD	hERG WT inh	S-ASM inh
5	O=C(O)/C=C/c1ccc(OCCCF)cc1	8%	7	-2	2%	2%	1	1%	-22%	-5	2%
9	Cc1cc2c(ncn2C)c(NS(=O)(=O)c2ccc(F)cc2)c1C	6%	nt	1	nt	0%	0	0%	-21%	-19	1%
13	COc1ccccc1NC(=O)Nc1nc(CC(=O)Nc2cccc(F)c2)cs1	nt	-35	nt	nt	-2%	-6	nt	5%	-9	-29%
23	CCCC[C@@H]1CNC(=O)C(=O)N1CCc1cc(C(F)(F)F)cc(C(F)(F)F)c1	-16%	-5	6	-6%	6%	4	-2%	10%	-6	-1%
30	O=C(Nc1nonc1-c1ccc(F)cc1)c1ccco1	6%	4	-2	-3%	5%	-1	1%	-29%	-6	-3%
36	O=C(Nc1ccncc1)c1ccc(NS(=O)(=O)c2cccc(F)c2)cc1	-19%	1	1	nt	3%	-5	0%	-2%	-4	-3%

# Screening data from PubChem BioAssay.

# Not a hit list (roughly 2% active in at least one column).
